HKDC1 inhibitor – HKDC1 hexokinase inhibitors, primary screen, biochemical, fluorescence, uHTS; Q2TB90; recombinant HKDC1, G6PDH/diaphorase resazurin coupled fluorescence; inhibition, % at 20 µM; 340,000 compounds, 0.16% hits;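 active = inhibition above about 35% when tested at 20 µM, limit read from the data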;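 note: plate controls were DMSO wells with enzyme for no effect and DMSO wells lacking enzyme for full effect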
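Incubation: 90 min at room temperature in dark / Material: recombinant HKDC1 (HK5) hexokinase enzyme, produced in-house / Quantity: enzyme 5 µg/mL final / Compound: one dose of 20 µM, 1% DMSO / Reagent: glucose and ATP substrates / Buffer or medium: Tris pH 8.0 buffer with MgCl2, Tween-20, BSA, BME / Technique: resorufin fluorescence at 613 nm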
SENP1 inh – human SENP1 catalytic domain inhibitors, primary screen, biochemical, FRET, uHTS; recombinant SENP1 catalytic domain, CyPet-SUMO1-YPet FRET cleavage; inhibition, % at 10 µM; 360,000 compounds, 0.21% hits;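 active = inhibition at least 30% at 10 µM, raw YFP signal under a set limit, fluorescence ratio 0.5 to 1.5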;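 note: 0% = enzyme with DMSO and 100% = no enzyme wells; some results filed as inactive read as strong as hits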
Target sequence (Q9P0U3 419-644 limits assumed): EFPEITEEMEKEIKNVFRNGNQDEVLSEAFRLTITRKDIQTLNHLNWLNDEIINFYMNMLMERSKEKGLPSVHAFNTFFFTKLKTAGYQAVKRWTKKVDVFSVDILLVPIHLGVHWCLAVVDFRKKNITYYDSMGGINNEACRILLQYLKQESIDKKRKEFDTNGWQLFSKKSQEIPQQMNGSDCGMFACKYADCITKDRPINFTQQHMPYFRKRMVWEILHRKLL
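Assay system: hSENP1 catalytic domain, recombinant. Amount: SENP1 enzyme, 20 pM final. Schedule: 50 min reaction, RT, dark. Technique: FRET, CFP and YFP emission. Control set: no-enzyme wells low, DMSO-plus-enzyme wells high control.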
SENP7 block – SENP7 protease inhibitors, primary screen, biochemical, luminescence, uHTS; recombinant SENP7, Z-RLRGG-aminoluciferin luminescence, 40 min; inhibition, % at 5 µM; 330,000 compounds, 1.5% hits; Sentrin-specific protease 7 (Homo sapiens), Q9BQF6;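 active = inhibition above about 50% at the single test dose, limit read from the data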;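 note: plate controls were DMSO with enzyme for no effect and no enzyme buffer wells for full effect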
MIN6 prolif – inducers of MIN6 beta-cell proliferation, primary screen, ATP luminescence, uHTS; proliferation, % at 10 µM; AID 2380, 2010; MIN6 cells proliferation, ATPlite luminescence, 48 h; cells starved in 0.2% serum; 100% = growth in 10% serum; 330,000 compounds, 0.29% hits;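 active = compounds whose signal lies at least 3.5 SD above the mean of all wells on their plate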;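 note: 0% = DMSO-treated cells in low-serum medium and 100% = 10% serum control; some compounds called inactive have numbers as strong as hits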
SENP8 block-1 – SENP8 protease inhibitors, primary screen, biochemical, luminescence | Sentrin-specific protease 8 (Homo sapiens), Q96LD8 | 330,000 compounds, 1.2% hits | AID 2540, 2010 | inhibition, % at 10 µM | purified SENP8, Z-RLRGG-aminoluciferin cleavage; in the data active = inhibition above about 50%
Target sequence (Q96LD8 whole entry, looked up): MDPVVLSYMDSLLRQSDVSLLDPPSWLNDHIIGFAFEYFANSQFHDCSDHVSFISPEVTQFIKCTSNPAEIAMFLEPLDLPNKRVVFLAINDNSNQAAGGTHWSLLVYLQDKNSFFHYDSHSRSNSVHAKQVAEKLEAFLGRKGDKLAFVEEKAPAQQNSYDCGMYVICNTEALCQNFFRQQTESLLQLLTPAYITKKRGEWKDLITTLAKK
SENP6 inh – SENP6 protease inhibitors, primary screen, biochemical, luminescence, uHTS. Sentrin-specific protease 6 (Homo sapiens), Q9GZR1. Recombinant SENP6 catalytic domain, aminoluciferin luminescence. inhibition, % at 10 µM. 330,000 compounds, 1.8% hits. AID 2599, 2010;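 active = inhibition above about 50% at the single tested dose, limit read from the data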;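 note: plate controls were DMSO wells with enzyme for no effect and DMSO wells lacking enzyme for full effect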
Target sequence (Q9GZR1 628-1112 limits assumed): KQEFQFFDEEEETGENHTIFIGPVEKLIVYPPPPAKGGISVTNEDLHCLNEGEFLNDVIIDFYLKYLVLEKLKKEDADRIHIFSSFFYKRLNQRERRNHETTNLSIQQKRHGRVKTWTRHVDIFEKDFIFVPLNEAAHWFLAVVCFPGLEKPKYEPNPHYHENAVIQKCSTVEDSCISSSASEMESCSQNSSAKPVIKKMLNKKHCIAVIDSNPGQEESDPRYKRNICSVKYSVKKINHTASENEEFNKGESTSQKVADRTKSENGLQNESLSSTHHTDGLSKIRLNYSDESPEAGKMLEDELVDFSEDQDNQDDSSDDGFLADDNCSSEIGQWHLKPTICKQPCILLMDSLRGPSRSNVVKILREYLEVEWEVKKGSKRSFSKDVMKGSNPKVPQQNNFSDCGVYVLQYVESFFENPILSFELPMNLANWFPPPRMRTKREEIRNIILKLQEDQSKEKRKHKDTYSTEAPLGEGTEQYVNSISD
PfG6PD inh – PfG6PD enzyme inhibitors, primary screen, biochemical, fluorescence intensity, uHTS; PfGluPho enzyme, NADPH resazurin-diaphorase fluorescence; 350,000 compounds, 0.78% hits; inhibition, % at 20 µM; glucose-6-phosphate dehydrogenase-6-phosphogluconolactonase (Plasmodium falciparum 3D7);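 active = inhibition reaching at least a set limit at 20 µM in the primary screen, cut at about 59% in these data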;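 note: 0% = DMSO wells with substrate and 100% = DMSO wells lacking glucose-6-phosphate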
UBC13 polyUb – UBC13 polyubiquitin chain formation inhibitors, primary screen, biochemical, TR-FRET, uHTS; inhibition, % at 20 µM; 330,000 compounds, 0.47% hits; AID 485273, 2010; in the data active = inhibition above about 45%, passing the limit was not always enough
Target sequence (P61088 whole entry, looked up): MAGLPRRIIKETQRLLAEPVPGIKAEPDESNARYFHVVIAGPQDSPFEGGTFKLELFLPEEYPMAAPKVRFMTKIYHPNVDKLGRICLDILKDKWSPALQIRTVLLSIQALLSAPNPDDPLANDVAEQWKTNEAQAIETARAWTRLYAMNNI
SENP8 block-2 – human SENP8 protease inhibitors, primary screen, biochemical, fluorescence, Nedd8 protein substrate, uHTS | 360,000 compounds, 0.64% hits | Sentrin-specific protease 8 (Homo sapiens), Q96LD8 | inhibition, % at 20 µM | recombinant SENP8 | AID 602440, 2012; in the data active = inhibition mostly above about 40%, no sharp cut-off; inactive = mostly below about 27%
Numbers without * were called inactive.

For S=c1[nH]nc(-c2ccco2)n1-c1ccccc1Cl the results were HKDC1 inhibitor -4, SENP1 inh 3, SENP7 block -5, MIN6 prolif -2, SENP8 block-1 3, SENP6 inh -4, PfG6PD inh 17, UBC13 polyUb -5 and SENP8 block-2 12.
O=C(NCc1cccc2ccccc12)c1cccs1 was read as HKDC1 inhibitor -1, SENP1 inh 2, SENP7 block -1, MIN6 prolif -1, SENP8 block-1 4, SENP6 inh 8, PfG6PD inh 4, UBC13 polyUb 10 and SENP8 block-2 20.
`Cc1ccc(NC(=O)Cn2nnc3ccccc3c2=O)cc1C` gave HKDC1 inhibitor 5, SENP1 inh -19, SENP7 block -8, MIN6 prolif -1, SENP8 block-1 -1, SENP6 inh 15, PfG6PD inh 6, UBC13 polyUb 20 and SENP8 block-2 11.
COC(=O)c1ccc(NC(=O)N(c2ccccc2)c2ccccc2)cc1 was read as HKDC1 inhibitor -2, SENP1 inh -1, SENP7 block 0, MIN6 prolif -3, SENP8 block-1 -3, SENP6 inh 9, PfG6PD inh 14, UBC13 polyUb 3 and SENP8 block-2 7.
O=C(Nc1ccc(S(=O)(=O)Nc2nccs2)cc1)C(F)(F)F was read as HKDC1 inhibitor -1, SENP1 inh 1, SENP7 block 0, MIN6 prolif -3, SENP8 block-1 3, SENP6 inh -9, PfG6PD inh -10, UBC13 polyUb 5 and SENP8 block-2 24.
CC(=O)N1CCCN(Cc2cn(-c3ccc(C)cc3)nc2-c2cccc(C)c2)CC1 was read as HKDC1 inhibitor -4, SENP1 inh 1, SENP7 block 4, MIN6 prolif -1, SENP8 block-1 -1, SENP6 inh -14, PfG6PD inh 17, UBC13 polyUb 10 and SENP8 block-2 -4.
For COc1ccsc1C(=O)Nc1ccc(F)cc1F the results were HKDC1 inhibitor -6, SENP1 inh -1, SENP7 block 0, MIN6 prolif -3, SENP8 block-1 -1, SENP6 inh 2, PfG6PD inh 6, UBC13 polyUb 6 and SENP8 block-2 15.
`CCNC(=O)c1cc2c(=O)n3cccc(C)c3nc2n(CCc2ccccc2)c1=N` gave HKDC1 inhibitor -10, SENP1 inh -19, SENP7 block -7, MIN6 prolif -2, SENP8 block-1 -7, SENP6 inh -26, PfG6PD inh -6, UBC13 polyUb 2 and SENP8 block-2 inactive.
`CC(C)(C)c1ccc(C(=O)NN=C2CCCC2)cc1` gave HKDC1 inhibitor -3, SENP1 inh 2, SENP7 block -2, MIN6 prolif -3, SENP8 block-1 18, SENP6 inh 31, PfG6PD inh 12, UBC13 polyUb -7 and SENP8 block-2 -6.
Screening C[C@H](NC(=O)OCc1ccccc1)c1nnc([C@H](C)NC(=O)OCc2ccccc2)o1 returned HKDC1 inhibitor -5, SENP1 inh 2, SENP7 block 0, MIN6 prolif -3, SENP8 block-1 -6, SENP6 inh -13, PfG6PD inh 3, UBC13 polyUb 2 and SENP8 block-2 22.

The list goes on, starting with the last two of the part before.
`CC(C)(C)c1ccc(C(=O)NN=C2CCCC2)cc1` gave HKDC1 inhibitor -3, SENP1 inh 2, SENP7 block -2, MIN6 prolif -3, SENP8 block-1 18, SENP6 inh 31, PfG6PD inh 12, UBC13 polyUb -7 and SENP8 block-2 -6.
Screening C[C@H](NC(=O)OCc1ccccc1)c1nnc([C@H](C)NC(=O)OCc2ccccc2)o1 returned HKDC1 inhibitor -5, SENP1 inh 2, SENP7 block 0, MIN6 prolif -3, SENP8 block-1 -6, SENP6 inh -13, PfG6PD inh 3, UBC13 polyUb 2 and SENP8 block-2 22.
`O=C(O)Cc1sc(Nc2cccc3ccccc23)nc1-c1ccccc1` gave HKDC1 inhibitor 13, SENP1 inh -14, SENP7 block -2, MIN6 prolif -8, SENP8 block-1 21, SENP6 inh 23, PfG6PD inh 32, UBC13 polyUb -32 and SENP8 block-2 inactive.
Screening Cc1cccc(/C(N)=N/OC(=O)c2cccs2)c1 returned HKDC1 inhibitor -3, SENP1 inh 3, SENP7 block 97*, MIN6 prolif -5, SENP8 block-1 91*, SENP6 inh 88*, PfG6PD inh 21, UBC13 polyUb -2 and SENP8 block-2 22.
Screening CC(C)(C)C1CCC(C(=O)OCC(=O)c2ccc[nH]2)CC1 (stereo not drawn) returned HKDC1 inhibitor -3, SENP1 inh 0, SENP7 block -2, MIN6 prolif -1, SENP8 block-1 3, SENP6 inh 7, PfG6PD inh 11, UBC13 polyUb 9 and SENP8 block-2 0.
For CCOc1ncccc1C(=O)OCCN1C(=O)c2ccccc2C1=O the results were HKDC1 inhibitor -4, SENP1 inh 0, SENP7 block -1, MIN6 prolif -1, SENP8 block-1 -3, SENP6 inh -6, PfG6PD inh -17, UBC13 polyUb 8 and SENP8 block-2 19.
Screening CC(=O)Nc1ccc(N/C=C(\C#N)S(=O)(=O)c2ccc(Cl)cc2)cc1 returned HKDC1 inhibitor -3, SENP1 inh 0, SENP7 block 4, MIN6 prolif -3, SENP8 block-1 -4, SENP6 inh -38, PfG6PD inh 6, UBC13 polyUb -4 and SENP8 block-2 -11.
CCSc1nnc(NC(=O)[C@H](C)NC(=O)c2ccccc2Cl)s1 was read as HKDC1 inhibitor -2, SENP1 inh 0, SENP7 block 3, MIN6 prolif -3, SENP8 block-1 0, SENP6 inh 2, PfG6PD inh 10, UBC13 polyUb 13 and SENP8 block-2 1.
Screening Cc1ccc2c(c1)nc(-n1nc(C)cc1C)c1nnnn12 returned HKDC1 inhibitor 1, SENP1 inh 1, SENP7 block -6, MIN6 prolif -3, SENP8 block-1 -5, SENP6 inh 2, PfG6PD inh -8, UBC13 polyUb -20 and SENP8 block-2 -14.
Screening Cc1ccc(CNC(=O)C(NS(=O)(=O)c2cccc3nsnc23)c2ccccc2)cc1 (stereo not drawn) returned HKDC1 inhibitor 9, SENP1 inh 2, SENP7 block 0, MIN6 prolif 1, SENP8 block-1 0, SENP6 inh 4, PfG6PD inh -20, UBC13 polyUb 5 and SENP8 block-2 17.
CCCNC(=O)C1CC(=O)N(c2ccc(OCc3ccc(F)cc3)cc2)C1 (stereo not drawn) was read as HKDC1 inhibitor -4, SENP1 inh 1, SENP7 block 88*, MIN6 prolif -4, SENP8 block-1 87*, SENP6 inh 87*, PfG6PD inh -3, UBC13 polyUb -4 and SENP8 block-2 6.
For Cn1c(=O)c2c(nc(SCc3nn[nH]n3)n2Cc2ccccc2F)n(C)c1=O the results were HKDC1 inhibitor -5, SENP1 inh 8, PfG6PD inh 25 and SENP8 block-2 -9.
CCC1CN(C(=O)N2CCC(C(=O)NCc3ccco3)CC2)c2cc(C)ccc2O1 (stereo not drawn) was read as HKDC1 inhibitor -6, SENP1 inh 0, SENP7 block 4, MIN6 prolif 1, SENP8 block-1 -5, SENP6 inh 7, PfG6PD inh -6, UBC13 polyUb -5 and SENP8 block-2 4.
Screening CCC(C)C(NC=C1C(=O)OC(C)(C)OC1=O)C(=O)O (stereo not drawn) returned HKDC1 inhibitor -10, SENP1 inh 1, SENP7 block 0, MIN6 prolif -1, SENP8 block-1 -5, SENP6 inh -9, PfG6PD inh -9, UBC13 polyUb 6 and SENP8 block-2 2.
`Cc1cc(C)c(OCCCCN(C)C)c(Br)c1` gave HKDC1 inhibitor -5, SENP1 inh -1, SENP7 block 4, MIN6 prolif -2, SENP8 block-1 -7, SENP6 inh 5, PfG6PD inh 1, UBC13 polyUb -1 and SENP8 block-2 7.
Screening Cc1ccc(C)c(N2N=C(C(=O)OCc3nnc(-c4ccccc4)o3)CCC2=O)c1 returned HKDC1 inhibitor -7, SENP1 inh 1, SENP7 block -3, MIN6 prolif 3, SENP8 block-1 -7, SENP6 inh -1, PfG6PD inh -8, UBC13 polyUb -6 and SENP8 block-2 -1.
Screening CCCn1c(SCC(=O)NCC(=O)Nc2ccc(F)c(F)c2F)nc2ccccc2c1=O returned HKDC1 inhibitor -8, SENP1 inh 0, SENP7 block 5, MIN6 prolif 9, SENP8 block-1 -4, SENP6 inh -4, PfG6PD inh 4, UBC13 polyUb 7 and SENP8 block-2 10.
`O=C(NC(Cc1ccccc1)c1nc2ccccc2[nH]1)c1ccc(Cl)c([N+](=O)[O-])c1` (stereo not drawn) gave HKDC1 inhibitor 2, SENP1 inh -5, SENP7 block -6, MIN6 prolif -6, SENP8 block-1 -4, SENP6 inh -8, PfG6PD inh -38, UBC13 polyUb -16 and SENP8 block-2 7.
Screening CCCn1cc(S(=O)(=O)c2ccc(OC)cc2)c(=O)c2cc(OC)ccc21 returned HKDC1 inhibitor -5, SENP1 inh 2, SENP7 block 7, MIN6 prolif -2, SENP8 block-1 -3, SENP6 inh 12, PfG6PD inh -9, UBC13 polyUb -1 and SENP8 block-2 -40.
O=C(O)[C@H]1CCCC[C@H]1C(=O)Nc1ccc(Nc2ccccc2)cc1 was read as HKDC1 inhibitor 7, SENP1 inh 0, SENP7 block -2, MIN6 prolif -2, SENP8 block-1 8, SENP6 inh 9, PfG6PD inh 2, UBC13 polyUb -7 and SENP8 block-2 23.
Screening COc1ccc(Cn2c(O)c(/C=C3/C=CC=N3)c(=O)[nH]c2=O)cc1 returned HKDC1 inhibitor -5, SENP1 inh -81, SENP7 block 2, MIN6 prolif 0, SENP8 block-1 2, SENP6 inh -18, PfG6PD inh -10, UBC13 polyUb 13 and SENP8 block-2 8.
Cc1nc2sccn2c(=O)c1S(=O)(=O)Nc1ccc(N2CCN(C)CC2)cc1 was read as HKDC1 inhibitor 1, SENP1 inh 0, SENP7 block -4, MIN6 prolif -1, SENP8 block-1 -3, SENP6 inh -19, PfG6PD inh -11, UBC13 polyUb 3 and SENP8 block-2 13.
`O=C(CC1C(=O)NCCN1Cc1cccc(F)c1)NCCCOc1cccnc1` (stereo not drawn) gave HKDC1 inhibitor -4, SENP1 inh -4, SENP7 block 9, MIN6 prolif -4, SENP8 block-1 -9, SENP6 inh -6, PfG6PD inh -7, UBC13 polyUb -7 and SENP8 block-2 2.
`CCOC(=O)C(CC(=O)Nc1nc(C(C)=O)c(C)s1)C(C)c1ccccc1` (stereo not drawn) gave HKDC1 inhibitor 0, SENP1 inh 2, SENP7 block -7, MIN6 prolif -2, SENP8 block-1 -5, SENP6 inh -14, PfG6PD inh 12, UBC13 polyUb -12 and SENP8 block-2 18.
Screening O=C(O)c1cccc(NC(=O)c2ccccc2)c1 returned HKDC1 inhibitor -5, SENP1 inh -2, PfG6PD inh -9 and SENP8 block-2 12.
Cc1cccc(-n2ccc(=O)c(C(=O)O)n2)c1 was read as HKDC1 inhibitor -7, SENP1 inh 0, SENP7 block -8, MIN6 prolif 3, SENP8 block-1 -2, SENP6 inh -4, PfG6PD inh 0, UBC13 polyUb 0 and SENP8 block-2 28.
Screening O=C(O)c1ccccc1SCc1csc(-c2ccccc2)n1 returned HKDC1 inhibitor -3, SENP1 inh 0, SENP7 block 8, MIN6 prolif 5, SENP8 block-1 20, SENP6 inh 21, PfG6PD inh -13, UBC13 polyUb 0 and SENP8 block-2 10.
O=C(NCC(=O)N1CCCC(C(F)(F)F)C1)c1ccco1 (stereo not drawn) was read as HKDC1 inhibitor -7, SENP1 inh -2, SENP7 block -1, MIN6 prolif 12*, SENP8 block-1 2, SENP6 inh 3, PfG6PD inh -11, UBC13 polyUb 12 and SENP8 block-2 6.

Screening data as filed in PubChem.
